Measles CPE – protection of cells from measles virus; Measles virus-infected cells, CPE protection, absorbance; protection (pct of control), % at 4 µM; 140,000 compounds, 1.5% hits; in the data active means protection mostly above about 24%, no sharp cut-off; inactive means mostly below about 26%; further: some compounds called inactive have numbers as strong as hits
HCT116 PTEN-null – growth suppressors of cells with PTEN tumor suppressor deletion; HCT116 PTEN-null viability, CellTiter-Glo, 60 h; hits give low values; viability, % at 10 µM; 140,000 compounds, 1.2% hits;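 active means viability at or below a set limit, 4 SD under the median of all tested compounds, cut at about 3.7% in these data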;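 further: PTEN knockout HCT116 line with beta catenin targeted HCT116 as companion control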
GALR2 blocker – antagonists of human galanin receptor 2 (GALR2). O43603. GALR2-expressing cells, antagonist mode. inhibition, % at 4 µM. 140,000 compounds, 0.39% hits. AID 828; in the data active means inhibition above about 27%;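 further: cells stimulated with galanin 1-16 at roughly its EC80; 0% = agonist challenge control and 100% = basal control without agonist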
Target sequence (O43603 whole entry, looked up): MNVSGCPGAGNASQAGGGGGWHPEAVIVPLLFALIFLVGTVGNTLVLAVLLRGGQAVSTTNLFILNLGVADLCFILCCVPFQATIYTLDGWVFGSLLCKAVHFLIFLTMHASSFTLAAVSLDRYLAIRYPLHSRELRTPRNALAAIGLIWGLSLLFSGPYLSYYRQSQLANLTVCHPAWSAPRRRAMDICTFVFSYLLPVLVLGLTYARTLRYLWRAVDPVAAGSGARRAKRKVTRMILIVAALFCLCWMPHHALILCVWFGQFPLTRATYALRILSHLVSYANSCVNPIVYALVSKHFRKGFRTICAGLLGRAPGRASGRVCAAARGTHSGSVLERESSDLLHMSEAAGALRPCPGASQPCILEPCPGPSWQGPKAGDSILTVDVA
MRP-1 activ – activates MRP-1. viability increase, % at 10 µM. H69AR cells + doxorubicin, viability rescue, CellTiter-Glo. AID 799. 140,000 compounds, 0.61% hits;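 active means viability gain under doxorubicin at or above a set limit, the compound median plus 3 SD, cut at about 4.7% in these data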;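 further: MRP-1 overexpressing cells given doxorubicin 25 µM after compound pretreatment; 18-22 h compound pretreatment then 72 h with doxorubicin before readout; 0% = doxorubicin-only wells and 100% = vehicle-treated cells without doxorubicin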
HCT116 bCat-KO – beta-catenin-lacking colon tumor cell growth suppression | viability, % at 10 µM | AID 818 | 140,000 compounds, 1.5% hits | HCT116 beta-catenin knockout viability, CellTiter-Glo, 60 h; hits give low values;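 active means viability at or under a set limit, the compound median less 4 SD, cut at about 6% in these data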;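 further: 0% = Hyamine 1622 control at 20 µM and 100% = untreated cell control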
Phagocytosis inh – macrophage phagocytosis inhibition; J774A.1 macrophage IgG-bead phagocytosis, imaging; inhibition, % at 5 µM; 110,000 compounds, 0.07% hits; AID 1029;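 active means inhibition above the mean of the plate negative controls plus 5 SD, cut at about 13% in these data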;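 further: phagocytic index as fraction of beads internalized from green versus red external bead signal; plate controls were DMSO negative control for no effect and cytochalasin-D positive control for full effect; some results beyond the cut were filed as inactive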
E-sel TNF inh – blocks E-selectin expression induced by TNF alpha | 120,000 compounds, 0.71% hits | inhibition, % at 2 µM | AID 1246 | HUVEC TNFa-induced E-selectin immunofluorescence, high content;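 active means inhibition above the batch mean plus 3 SD, and confirmed as a hit on visual image review, cut at about 43% in these data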;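 further: 0% = TNF-stimulated DMSO wells and 100% = unstimulated control wells; not every result past the cut was called active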
Yeast growth inh – reduces growth of yeast BB579 in restrictive medium | inhibition, % at 10 µM | S. cerevisiae BB579 growth, OD615, 48 h | 140,000 compounds, 0.51% hits;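 active means inhibition above a set limit, 3 SD over the mean compound inhibition, cut at about 44% in these data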; further: inactives centre near -24
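Test system: DeaD yeast strain BB579 / Buffer or medium: restrictive glucose-based CSMM-D medium / Doses: single 10 µM dose / Schedule: 4 h cell preincubation, 48 h compound exposure, 30 °C humidified / Technique: culture absorbance at 615 nm / Controls: amphotericin B positive control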
NPY-Y2 antag – NPY-Y2 (human) receptor antagonism; P49146; NPY-Y2 expressing cells, antagonist mode; inhibition, % at 2.7 µM; 140,000 compounds, 0.99% hits; AID 793; in the data active means inhibition above about 17%;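 further: 0% = vehicle with agonist challenge and 100% = reference antagonist with challenge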
Target sequence (P49146 whole entry, looked up): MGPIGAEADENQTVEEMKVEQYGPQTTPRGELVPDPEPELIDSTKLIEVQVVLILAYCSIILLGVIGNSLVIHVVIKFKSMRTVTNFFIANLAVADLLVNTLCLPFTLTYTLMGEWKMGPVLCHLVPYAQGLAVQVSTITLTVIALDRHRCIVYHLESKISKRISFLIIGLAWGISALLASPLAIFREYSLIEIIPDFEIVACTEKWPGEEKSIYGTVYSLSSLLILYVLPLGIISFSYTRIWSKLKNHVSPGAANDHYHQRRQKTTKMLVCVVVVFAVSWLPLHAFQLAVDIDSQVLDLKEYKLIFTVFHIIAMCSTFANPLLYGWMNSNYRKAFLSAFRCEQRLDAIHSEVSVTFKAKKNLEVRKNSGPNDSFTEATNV
Yeast lifespan up – extends the lifespan of yeast | 130,000 compounds, 0.68% hits | inhibition of the nicotinamide effect, % at 10 µM | S. cerevisiae growth with nicotinamide, OD615; deaD strain in restrictive glucose medium;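 active means inhibition above a set limit, placed 3 SD over the median of all compounds, cut at about 26% in these data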;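 further: 0% = nicotinamide-treated wells and 100% = cells grown without nicotinamide; some compounds called inactive have numbers as strong as hits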
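System: Modified budding yeast, DeaD strain | Buffer or medium: Restrictive glucose medium | Also added: 1.5 mM nicotinamide | Doses: 10 µM single point, 0.25% DMSO | Schedule: 48 h compound exposure at 30 °C, humidified | Detection: Absorbance at 615 nm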
Active calls of the source: *.

For CCOC(=O)c1sc(NC(=O)c2cccnc2)c(C#N)c1C the results were Measles CPE 7, HCT116 PTEN-null 85, GALR2 blocker -9, MRP-1 activ 0.1, HCT116 bCat-KO 87, Phagocytosis inh -1, Yeast growth inh -50, NPY-Y2 antag -2 and Yeast lifespan up 29*.
Screening CCN(CC)S(=O)(=O)c1cccc(C(=O)NCC2CCCO2)c1 (centres undefined) returned Measles CPE 6, HCT116 PTEN-null 99, GALR2 blocker 17, MRP-1 activ -0.1, HCT116 bCat-KO 82, Phagocytosis inh 0, E-sel TNF inh 23, Yeast growth inh -23, NPY-Y2 antag -1 and Yeast lifespan up -5.
Screening CC1(NC(=O)N2CCOCC2)CCS(=O)(=O)C1 (centres undefined) returned Measles CPE 3, HCT116 PTEN-null 92, GALR2 blocker 0, MRP-1 activ -0.8, HCT116 bCat-KO 90, E-sel TNF inh -2, Yeast growth inh -16, NPY-Y2 antag 1 and Yeast lifespan up -2.
`CCOC(=O)c1ccccc1Oc1c(F)c(F)nc(NCCO)c1F` gave Measles CPE 5, HCT116 PTEN-null 83, GALR2 blocker 10, MRP-1 activ -3.0, HCT116 bCat-KO 76, Phagocytosis inh 1, E-sel TNF inh -20, Yeast growth inh -27, NPY-Y2 antag 4 and Yeast lifespan up -13.
Screening COCCNC(=O)NC1(C(F)(F)F)Oc2ccc(Cl)cc2O1 (centres undefined) returned Measles CPE 19, HCT116 PTEN-null 63, GALR2 blocker -17, MRP-1 activ -4.5, HCT116 bCat-KO 58, Phagocytosis inh -2, Yeast growth inh -9, NPY-Y2 antag 10 and Yeast lifespan up -3.
Screening COc1ccc(Cl)cc1S(=O)(=O)NCc1cccs1 returned Measles CPE 10, HCT116 PTEN-null 105, GALR2 blocker 3, MRP-1 activ -0.9, HCT116 bCat-KO 95, Phagocytosis inh 0, E-sel TNF inh -33, Yeast growth inh -17, NPY-Y2 antag 3 and Yeast lifespan up -4.
`CCc1ccccc1NC(=S)N(CCN(C)C)C(C)c1ccccn1` (centres undefined) gave Measles CPE 13, HCT116 PTEN-null 103, GALR2 blocker -22, MRP-1 activ -1.0, HCT116 bCat-KO 103, Phagocytosis inh -2, E-sel TNF inh 11, Yeast growth inh -77, NPY-Y2 antag 3 and Yeast lifespan up -6.
`COc1ccccc1/C=C/C(=O)Nc1ccc2c(c1)OCCO2` gave Measles CPE 10, HCT116 PTEN-null 21, GALR2 blocker 13, MRP-1 activ -1.7, HCT116 bCat-KO 20, Phagocytosis inh 6, Yeast growth inh -1, NPY-Y2 antag 4 and Yeast lifespan up -7.
Cc1cc(-c2c(C)[nH]n(-c3ccc(Cl)cc3)c2=O)n[nH]1 was read as Measles CPE 7, HCT116 PTEN-null 18, GALR2 blocker 5, MRP-1 activ 0.6, HCT116 bCat-KO 24, E-sel TNF inh 12, Yeast growth inh 9, NPY-Y2 antag 0 and Yeast lifespan up -20.
Screening CCOc1ccc(CCNS(=O)(=O)c2cnc[nH]2)cc1OCC returned Measles CPE 21, HCT116 PTEN-null 107, GALR2 blocker -3, MRP-1 activ 0.9, HCT116 bCat-KO 99, Phagocytosis inh -3, Yeast growth inh -52, NPY-Y2 antag 3 and Yeast lifespan up -9.

Molecules listed so far with four or more nitrogen atoms, in the order listed:
`CCc1ccccc1NC(=S)N(CCN(C)C)C(C)c1ccccn1` (centres undefined) gave Measles CPE 13, HCT116 PTEN-null 103, GALR2 blocker -22, MRP-1 activ -1.0, HCT116 bCat-KO 103, Phagocytosis inh -2, E-sel TNF inh 11, Yeast growth inh -77, NPY-Y2 antag 3 and Yeast lifespan up -6.
Cc1cc(-c2c(C)[nH]n(-c3ccc(Cl)cc3)c2=O)n[nH]1 was read as Measles CPE 7, HCT116 PTEN-null 18, GALR2 blocker 5, MRP-1 activ 0.6, HCT116 bCat-KO 24, E-sel TNF inh 12, Yeast growth inh 9, NPY-Y2 antag 0 and Yeast lifespan up -20.

(list continues)
For CCOC(=O)c1c(NC(=O)CSc2nnc(-c3cccnc3)o2)sc(C)c1C the results were Measles CPE 4, HCT116 PTEN-null 104, GALR2 blocker -24, MRP-1 activ -3.1, HCT116 bCat-KO 92, E-sel TNF inh 0, Yeast growth inh -25, NPY-Y2 antag 0 and Yeast lifespan up -1.
For CN(C)S(=O)(=O)c1cccc(C(=O)NCCc2ccccc2)c1 the results were Measles CPE 10, HCT116 PTEN-null 99, GALR2 blocker 8, MRP-1 activ -2.3, HCT116 bCat-KO 89, Phagocytosis inh 0, E-sel TNF inh 9, Yeast growth inh -7, NPY-Y2 antag -3 and Yeast lifespan up -11.
Screening O=c1[nH]c(=O)n(Cc2ccco2)c2c1C(C(F)(F)F)(C(F)(F)F)N=C(c1ccco1)N2 returned Measles CPE 14, HCT116 PTEN-null 81, GALR2 blocker -1, MRP-1 activ -2.5, HCT116 bCat-KO 82, Phagocytosis inh -2, Yeast growth inh -29, NPY-Y2 antag 3 and Yeast lifespan up 0.
Screening Cc1ccc(-c2noc(C3CCCN(S(=O)(=O)c4ccc5ccccc5c4)C3)n2)o1 (centres undefined) returned Measles CPE 10, HCT116 PTEN-null 76, GALR2 blocker -5, MRP-1 activ 7.3*, HCT116 bCat-KO 104, Phagocytosis inh 0, E-sel TNF inh -1, Yeast growth inh -29, NPY-Y2 antag 6 and Yeast lifespan up 0.
CN(C)/C=C(\C#N)C(=O)c1cccc(Oc2ccc(Br)cc2)c1 was read as Measles CPE 2, HCT116 PTEN-null 105, GALR2 blocker 13, MRP-1 activ -0.5, HCT116 bCat-KO 104, Phagocytosis inh 1, E-sel TNF inh -14, Yeast growth inh -61, NPY-Y2 antag 6 and Yeast lifespan up -7.
`O=C(NCCN1CCOCC1)C1CCC(CNS(=O)(=O)c2ccc(Cl)cc2)CC1` (centres undefined) gave Measles CPE 4, HCT116 PTEN-null 69, GALR2 blocker -7, MRP-1 activ -1.4, HCT116 bCat-KO 70, E-sel TNF inh 4, Yeast growth inh -37, NPY-Y2 antag 2 and Yeast lifespan up -13.
For CSc1nsc(/C=C/Nc2ccc(Cl)cc2)c1C#N the results were Measles CPE 6, HCT116 PTEN-null 79, GALR2 blocker 3, MRP-1 activ -1.2, HCT116 bCat-KO 83, Yeast growth inh -44, NPY-Y2 antag 0 and Yeast lifespan up -10.
Screening C=CCNC(=S)Nc1sc2c(c1C(=O)OCC)CC(C(C)C)OC2 (centres undefined) returned Measles CPE 10, HCT116 PTEN-null 63, GALR2 blocker -28, MRP-1 activ -5.1, HCT116 bCat-KO 69, E-sel TNF inh 5, Yeast growth inh -62, NPY-Y2 antag 0 and Yeast lifespan up -10.
`O=C1CC(C(=O)Nc2ncccn2)C(c2ccccc2)O1` (centres undefined) gave Measles CPE 6, HCT116 PTEN-null 103, GALR2 blocker 2, MRP-1 activ -2.2, HCT116 bCat-KO 92, Phagocytosis inh 0, E-sel TNF inh -8, Yeast growth inh -23, NPY-Y2 antag 2 and Yeast lifespan up -7.
Screening CCOC(=O)Cc1csc(NC(=O)COc2ccccc2OC)n1 returned Measles CPE 17, HCT116 PTEN-null 113, GALR2 blocker -11, MRP-1 activ 0.2, HCT116 bCat-KO 91, Yeast growth inh -18, NPY-Y2 antag 13 and Yeast lifespan up -15.
For C=CCn1c(=O)c2ccccc2n2c(SCc3nnc(-c4ccccc4Br)o3)nnc12 the results were Measles CPE 15, HCT116 PTEN-null 93, GALR2 blocker -9, MRP-1 activ -2.4, HCT116 bCat-KO 91, Phagocytosis inh 0, E-sel TNF inh -47, Yeast growth inh -44, NPY-Y2 antag 3 and Yeast lifespan up -6.
`CCOc1ccc2c(c1)nc(SCC(=O)c1cccs1)n2C` gave Measles CPE 7, HCT116 PTEN-null 53, GALR2 blocker 6, MRP-1 activ -2.2, HCT116 bCat-KO 68, E-sel TNF inh 3, Yeast growth inh -61, NPY-Y2 antag 1 and Yeast lifespan up 2.
`O=C(NC(=S)Nc1ccc(S(=O)(=O)Nc2nccs2)cc1)c1ccccc1` gave Measles CPE 9, HCT116 PTEN-null 82, GALR2 blocker -29, MRP-1 activ -2.8, HCT116 bCat-KO 84, Phagocytosis inh -8, E-sel TNF inh 16, Yeast growth inh -9, NPY-Y2 antag 3 and Yeast lifespan up 1.
`O=C(COc1nc2ccccc2nc1N1CCOCC1)NCC(F)(F)F` gave Measles CPE 4, HCT116 PTEN-null 107, GALR2 blocker -10, MRP-1 activ -1.1, HCT116 bCat-KO 88, Phagocytosis inh -14, Yeast growth inh -14, NPY-Y2 antag 1 and Yeast lifespan up 7.
Screening Cc1oc(-c2ccccc2F)nc1CN1CCC(C(=O)NCc2cccs2)CC1 returned Measles CPE 5, HCT116 PTEN-null 109, GALR2 blocker 1, MRP-1 activ -0.9, HCT116 bCat-KO 92, Phagocytosis inh 1, E-sel TNF inh -32, Yeast growth inh -23, NPY-Y2 antag 2 and Yeast lifespan up 0.
For O=S1(=O)CC(O)C(N2CCC(c3ccccc3)CC2)C1 (centres undefined) the results were Measles CPE 4, HCT116 PTEN-null 97, GALR2 blocker -3, MRP-1 activ -0.8, HCT116 bCat-KO 95, Phagocytosis inh -1, E-sel TNF inh 14, Yeast growth inh -9, NPY-Y2 antag 0 and Yeast lifespan up -16.
Screening CCOc1ccccc1N/C=C(\C#N)c1nc2ccccc2n1C returned Measles CPE 8, HCT116 PTEN-null 94, GALR2 blocker -1, MRP-1 activ -2.9, HCT116 bCat-KO 97, Phagocytosis inh -1, E-sel TNF inh 10, Yeast growth inh -26, NPY-Y2 antag 0 and Yeast lifespan up 1.
Screening O=C(COC(=O)c1ccc(S(=O)(=O)NCc2ccco2)cc1)Nc1ccccc1OC(F)F returned Measles CPE 7, HCT116 PTEN-null 98, GALR2 blocker 14, MRP-1 activ -2.0, HCT116 bCat-KO 92, Phagocytosis inh 0, E-sel TNF inh -32, Yeast growth inh -10, NPY-Y2 antag -3 and Yeast lifespan up -2.
For COC(=O)COc1ccc2occ(C(C)=O)c2c1 the results were Measles CPE 2, HCT116 PTEN-null 92, GALR2 blocker 3, MRP-1 activ 0.0, HCT116 bCat-KO 103, Phagocytosis inh 2, Yeast growth inh -81, NPY-Y2 antag 1 and Yeast lifespan up -14.
COc1cc2c(=O)n(Cc3ccco3)c(=O)n(CC(=O)c3cccc(Br)c3)c2cc1OC was read as Measles CPE 2, HCT116 PTEN-null 4, GALR2 blocker 2, MRP-1 activ -1.4, HCT116 bCat-KO 29, E-sel TNF inh 3, Yeast growth inh -47, NPY-Y2 antag 0 and Yeast lifespan up -11.
`CCN(CC)S(=O)(=O)c1ccc2c(c1)nc(SCc1nc3ccsc3c(=O)[nH]1)n2CC` gave Measles CPE 7, HCT116 PTEN-null 76, GALR2 blocker 6, MRP-1 activ -1.4, HCT116 bCat-KO 76, Phagocytosis inh 0, E-sel TNF inh 13, Yeast growth inh -67, NPY-Y2 antag -1 and Yeast lifespan up 9.
